Assay outcomes as filed in PubChem BioAssay.
p47phox inh: p47phox/p22phox peptide binding inhibitors, primary screen, biochemical, uHTS, NADPH oxidase regulatory subunit; inhibition, % at 24.7 µM; 0.53% of 220,000 active; fluorescence polarization, 2 h; Neutrophil cytosol factor 1 (Homo sapiens), P14598; AID 1274, 2008;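 active means inhibition above about 30%, limit read from the data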;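 further: 0% = p47phox with labelled peptide and 100% = labelled peptide alone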
Runt-SMMHC FRET: inhibitors of RUNX1 Runt–CBFb-SMMHC binding, primary screen, biochemical, FRET, Cerulean-Runt, Venus-CBFb-SMMHC, uHTS; Runt-related transcription factor 1 (Homo sapiens) + Core-binding factor subunit beta …; Cerulean-Runt/Venus-CBFb-SMMHC FRET ratio 530/480, 1 h; inhibition, % at 20 µM; 0.74% of 220,000 active; AID 1434, 2008;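 active means mean inhibition across duplicate retests at 20 µM reaching about 50%, limit read from the data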;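 further: 0% = DMSO wells and 100% = wells with excess untagged CBFb-SMMHC; inhibitors lower the FRET ratio by blocking Runt binding to CBFb-SMMHC; some results filed as inactive read as strong as hits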
Hck Nef HTS: inhibitors of Nef-activated human Hck kinase, primary screen, biochemical, Z-Lyte FRET, 384-well, Hck-YEEI | Tyrosine-protein kinase HCK (Homo sapiens), P08631 | Recombinant Hck-YEEI plus Nef, Z-Lyte FRET kinase assay | inhibition, % at 20 µM | 0.68% of 220,000 active;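 active means Hck-Nef kinase inhibition above about 50%, limit read from the data; inactive means inhibition below that limit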;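 further: 0% = DMSO with Hck plus Nef and 100% = Hck alone without Nef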
Target sequence (P08631 whole entry, looked up): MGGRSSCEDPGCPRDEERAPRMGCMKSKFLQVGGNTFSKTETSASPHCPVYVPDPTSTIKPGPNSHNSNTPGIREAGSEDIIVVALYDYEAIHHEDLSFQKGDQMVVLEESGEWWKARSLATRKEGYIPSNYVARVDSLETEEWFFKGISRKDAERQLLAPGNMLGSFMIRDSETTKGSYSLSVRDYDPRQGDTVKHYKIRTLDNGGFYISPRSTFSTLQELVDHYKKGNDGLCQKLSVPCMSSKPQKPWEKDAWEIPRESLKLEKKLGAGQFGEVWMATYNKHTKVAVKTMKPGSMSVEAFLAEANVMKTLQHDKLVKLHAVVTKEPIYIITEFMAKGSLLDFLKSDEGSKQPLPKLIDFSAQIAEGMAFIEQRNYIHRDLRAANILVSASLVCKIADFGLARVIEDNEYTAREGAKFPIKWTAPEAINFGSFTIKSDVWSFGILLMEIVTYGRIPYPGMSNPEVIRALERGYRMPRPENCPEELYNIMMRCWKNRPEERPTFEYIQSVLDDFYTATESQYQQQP
EBV gp42 block: Epstein-Barr virus gp42 inhibitors, primary screen, biochemical, uHTS, fluorescence polarization; Fluorescence polarization binding assay, mP read-out; inhibition, % (tested at 21.74 µM); 0.42% of 220,000 active; AID 1085, 2008; Glycoprotein 42 (Epstein-Barr virus (strain AG876)), Q1HVG2; in the data active means inhibition above about 50%
Target sequence (Q1HVG2 whole entry, looked up): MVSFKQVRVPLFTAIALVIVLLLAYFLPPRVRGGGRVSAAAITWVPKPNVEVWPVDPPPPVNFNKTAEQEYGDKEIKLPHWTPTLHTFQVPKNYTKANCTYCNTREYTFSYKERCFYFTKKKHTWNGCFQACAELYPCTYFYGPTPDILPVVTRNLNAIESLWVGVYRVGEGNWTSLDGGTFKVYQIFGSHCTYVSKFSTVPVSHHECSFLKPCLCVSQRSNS
Tb hexokinase: Trypanosoma brucei hexokinase 1 inhibitors, primary screen, biochemical, G6PDH-coupled NADH absorbance, MLSCN library; AID 1430, 2008; inhibition, % at 10 µM; 0.11% of 220,000 active; recombinant TbHK1, G6PDH-coupled NADH A340;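 active means inhibition of 50% or more in the single-dose primary screen; inactive means inhibition below 50%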
Runt-CBFb FRET: inhibitors of RUNX1 Runt–CBFb binding, primary screen, biochemical, FRET, Cerulean-Runt, Venus-CBFb, uHTS | inhibition, % at 20 µM | 0.46% of 220,000 active | Cerulean-Runt/Venus-CBFb FRET ratio 530/480, 1 h | AID 1496, 2009;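 active means inhibition over about 50% at 20 µM in the single-dose screen, limit read from the data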;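 further: 0% = DMSO wells and 100% = excess unlabeled CBFb competitor control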
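Assay system: Cerulean-Runt domain / Medium: Tris 50 mM pH 7.5, KCl, K2SO4, 0.01% BSA / Timing: protein complex preformed 1 h, compound exposure 1 h, room temperature, dark / Measured by: FRET, excitation 422 nm, emission at 530 and 480 nm / Evaluation: loss of energy transfer signal / Control set: 5 µM unlabeled CBFb as full-inhibition high control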
MDM2 E3 inh: MDM2-luciferase reporter signal enhancers, primary screen, MDM2 E3 ligase inhibitor project, cell-based, luminescence, 1536-well; signal enhancement, % at 5 µM; 0.11% of 210,000 active; E3 ubiquitin-protein ligase Mdm2 (Homo sapiens), Q00987; cell-based MDM2 ubiquitination luciferase reporter, 2 h; 0 = plate control, 100 = twice control, blank-subtracted;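 active means signal enhancement of 30% or more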;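 further: luminescence tracks abundance of the self-degrading MDM2-luciferase fusion protein; higher signal means inhibition of MDM2 E3 ligase activity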
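Test system: stable mammalian line carrying autodegrading MDM2–luciferase fusion reporter; quantity: 2000 cells in each well; times: 4 h cell settling then 2 h compound exposure, 37 °C; detection: luminescence with SteadyLite reagent, 15 min at room temperature; evaluation: percent signal gain over controls, blank-subtracted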
14-3-3 Bad PPI: inhibitors of 14-3-3 zeta/Bad binding, primary screen, biochemical, TR-FRET, bovine 14-3-3 zeta. 14-3-3 protein zeta/delta (Bos taurus), P63103. TR-FRET 14-3-3zeta/Dy647-pBad peptide displacement, 1 h. inhibition, % at 21.7 µM. 0.71% of 220,000 active;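 active means inhibition above about 70%, limit read from the data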;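 further: 0% = full 14-3-3 plus peptide FRET controls and 100% = background without 14-3-3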
Target sequence (P63103 whole entry, looked up): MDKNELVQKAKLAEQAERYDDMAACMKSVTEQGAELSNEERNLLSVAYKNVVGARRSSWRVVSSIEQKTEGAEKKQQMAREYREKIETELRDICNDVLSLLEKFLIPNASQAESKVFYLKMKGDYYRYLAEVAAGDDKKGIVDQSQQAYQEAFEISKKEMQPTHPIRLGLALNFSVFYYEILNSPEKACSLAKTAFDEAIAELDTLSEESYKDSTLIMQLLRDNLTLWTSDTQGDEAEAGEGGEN
L929 necroptosis: inhibitors of zVAD-triggered necroptosis, primary screen, L929 cells; L929 zVAD necroptosis rescue, ATP luminescence, 24 h; with zVAD 60 µM; viability rescue, % at 10 µM; 0.38% of 220,000 active;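 active means activation, scaled between plate controls, above about 75%, limit read from the data; inactive means activation under that limit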;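 further: 0% = zVAD with DMSO and 100% = DMSO alone without zVAD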
Active calls of the source: *; . = not tested or not shown; [ ] = dose if it differs, or a comment.

SMILES | p47phox inh | Runt-SMMHC FRET | Hck Nef HTS | EBV gp42 block | Tb hexokinase | Runt-CBFb FRET | MDM2 E3 inh | 14-3-3 Bad PPI | L929 necroptosis
COc1ccccc1CNC(=O)c1cnc2ccccn2c1=O | -4 | 2 | 2 | -8 | -54 | 1 | -6 | 10 | 2.1
CCCCCCC(=O)Nc1nc(C)c(-c2csc(Nc3cccc(OC)c3)n2)s1 | -24 | -11 | -1 | -14 | -13 | 6 | -6 | 32[fluorescence artefact?] | 29
O=C(NC1CCCCC1)C(c1ccc(F)cc1)N(Cc1ccco1)C(=O)Cn1nnc2ccccc21 (stereo not given) | -7 | 0 | 0 | -12 | -4 | 0 | -11 | 25 | -0.3
Cc1c(NC(=O)C(C)OC(=O)COc2ccccc2)c(=O)n(-c2ccccc2)n1C (stereo not given) | 8 | -4 | 4 | 4 | -4 | 2 | 11 | -5 | 0.0
Cc1csc2nc(NC(=O)c3ccccc3)sc(=O)c12 | -14 | 6 | 1 | -4 | -27 | 4 | -8 | 13 | 0.7
Nc1cccnc1Sc1ccc([N+](=O)[O-])cn1 | 7 | 60 | 3 | -22 | -28 | 54* | -22 | 0[fluorescence artefact?] | 0.5
Cc1cc(=O)oc2cc(OCC(=O)OCC(=O)Nc3ccccc3C(C)C)ccc12 | -6 | -3 | -3 | -9 | -5 | 0 | 7 | 1 | 0.2
COc1cccc(Oc2cncnc2-c2ccc(OC)cc2O)c1 | -1 | -2 | 2 | -4 | 29 | -1 | -22 | -8 | -0.1
Cc1ccccc1-n1c(SCc2ccccn2)nc2n[nH]c(C)c2c1=N | -4 | -7 | 5 | -1 | -6 | -1 | -5 | -3 | 1.4
Cc1ccc(NC(=O)CCC(C(=O)O)N2C(=O)c3ccccc3C2=O)cc1 (stereo not given) | -3 | 3 | -1 | -8 | 2 | 0 | -11 | 13 | -0.2
Cc1ccccc1N1C(=O)CC2(CCCC2)CC1=O | 4 | 1 | 24 | -8 | 0 | -2 | -7 | 3 | 3.1
Cc1cc2cc(C)c(SCC(=O)NCc3ccco3)nc2cc1C | -9 | 1 | 24 | -14 | -6 | 4 | 31* | -10 | -0.3
COC(=O)c1ccccc1OCC(=O)NC1CCCCC1 | -4 | 0 | 6 | -13 | 6 | -2 | 5 | -5 | 0.6
O=Cc1cc2ccccc2nc1SCCCF | -10 | 1 | 31 | -6 | -4 | -2 | 5 | -9 | 0.2
CCC1S/C(=N/C(=O)NC2CCCCC2)NC1=O (stereo not given) | -15 | 3 | 4 | -19 | 9 | -3 | . | -4 | 0.2
OCCCNc1ncnc2sc(-c3ccccc3)cc12 | -3 | 2 | 31 | 0 | -20 | 1 | 11 | 12 | 68
Cc1cc(OCCCCCn2ccnc2)cc(C)c1Cl | -6 | -5 | -11 | 5 | 12 | . | -8 | -7 | -0.4
CCOc1ccccc1Nc1nnc(SCc2nnc(-c3cc(OC)c(OC)c(OC)c3)o2)s1 | -20 | -12 | 6 | -2 | -12 | -9 | -21 | -4 | -0.3
Cc1cccc(NC(=O)CCNS(=O)(=O)c2cccc3nonc23)c1C | -2 | -1 | 23 | -3 | -5 | -2 | -4 | -8 | 0.5
COc1ccc(CCNC(=O)CCNS(=O)(=O)c2cccc3nsnc23)cc1OC | -6 | 1 | 0 | -2 | -10 | -2 | -12 | -9 | 1.7

An excerpt taken from the entries so far, as a working copy:
SMILES | p47phox inh | Runt-SMMHC FRET | Hck Nef HTS | EBV gp42 block | Tb hexokinase | Runt-CBFb FRET | MDM2 E3 inh | 14-3-3 Bad PPI | L929 necroptosis
Cc1ccccc1-n1c(SCc2ccccn2)nc2n[nH]c(C)c2c1=N | -4 | -7 | 5 | -1 | -6 | -1 | -5 | -3 | 1.4
Cc1ccc(NC(=O)CCC(C(=O)O)N2C(=O)c3ccccc3C2=O)cc1 (stereo not given) | -3 | 3 | -1 | -8 | 2 | 0 | -11 | 13 | -0.2
Cc1ccccc1N1C(=O)CC2(CCCC2)CC1=O | 4 | 1 | 24 | -8 | 0 | -2 | -7 | 3 | 3.1
Cc1cc2cc(C)c(SCC(=O)NCc3ccco3)nc2cc1C | -9 | 1 | 24 | -14 | -6 | 4 | 31* | -10 | -0.3
COC(=O)c1ccccc1OCC(=O)NC1CCCCC1 | -4 | 0 | 6 | -13 | 6 | -2 | 5 | -5 | 0.6
O=Cc1cc2ccccc2nc1SCCCF | -10 | 1 | 31 | -6 | -4 | -2 | 5 | -9 | 0.2
CCC1S/C(=N/C(=O)NC2CCCCC2)NC1=O (stereo not given) | -15 | 3 | 4 | -19 | 9 | -3 | . | -4 | 0.2
OCCCNc1ncnc2sc(-c3ccccc3)cc12 | -3 | 2 | 31 | 0 | -20 | 1 | 11 | 12 | 68
Cc1cc(OCCCCCn2ccnc2)cc(C)c1Cl | -6 | -5 | -11 | 5 | 12 | . | -8 | -7 | -0.4
CCOc1ccccc1Nc1nnc(SCc2nnc(-c3cc(OC)c(OC)c(OC)c3)o2)s1 | -20 | -12 | 6 | -2 | -12 | -9 | -21 | -4 | -0.3
Cc1cccc(NC(=O)CCNS(=O)(=O)c2cccc3nonc23)c1C | -2 | -1 | 23 | -3 | -5 | -2 | -4 | -8 | 0.5
COc1ccc(CCNC(=O)CCNS(=O)(=O)c2cccc3nsnc23)cc1OC | -6 | 1 | 0 | -2 | -10 | -2 | -12 | -9 | 1.7

Other results:
SMILES | p47phox inh | Runt-SMMHC FRET | Hck Nef HTS | EBV gp42 block | Tb hexokinase | Runt-CBFb FRET | MDM2 E3 inh | 14-3-3 Bad PPI | L929 necroptosis
N#Cc1c(NC(=O)c2ccc(N3CCOCC3)c([N+](=O)[O-])c2)sc2c1CCCC2 | -4 | -2 | -2 | 3 | -5 | -5 | -3 | -10 | 4.1
O=C(NCc1ccco1)Nc1cccc([N+](=O)[O-])c1 | -8 | 0 | 35 | -3 | -9 | 0 | . | 3 | 0.2
COc1cc(S(=O)(=O)N(Cc2cccs2)C2CC2)ccc1-n1cnnn1 | -15 | . | 10 | -9 | 1 | . | -3 | 3[fluorescence artefact?] | -0.4
O=C(O)CSc1nc(-c2ccccc2)cc(=O)[nH]1 | -2 | 0 | -1 | -7 | -10 | 0 | -22 | -4[fluorescence artefact?] | -0.3
Cc1c(NC(=O)CSc2nncc3ccccc23)c(=O)n(-c2ccccc2)n1C | -8 | 2 | 0 | -10 | -9 | -3 | . | -13[fluorescence artefact?] | -0.1
CCOC(=O)/C(=N\Nc1cc(C(F)(F)F)ccc1Cl)N(CC)CC | 1 | 4 | 6 | 11 | -11 | 2 | -24 | 1 | -0.3
COc1cccc2cc(-c3n[nH]c(=S)n3C)oc12 | 5 | 18 | 26 | -20 | -4 | 6 | 0 | 7 | 5.3
COc1ccc(C2CC(=O)C=C(NCCC(C)C)C2)cc1 (stereo not given) | -20 | -7 | -10 | -2 | 6 | -3 | . | -17 | -1.3
CCCCOc1ccc(Cc2cnc(N)nc2N)cc1 | -4 | -2 | 17 | -7 | -1 | 1 | -9 | 4 | 0.4
COc1ccc(Br)cc1C(=O)Nc1ccc(NC(=O)c2ccco2)cc1 | -12 | -6 | -21 | -4 | 6 | 1 | -14 | 6 | 0.8
O=C(CSc1nc2[nH]ncc2c(=O)[nH]1)Nc1ccccc1 | . | 0 | 14 | 26 | -5 | 0 | -2 | 2 | 0.7
Cc1ccc(-n2nc(C(=O)O)cc2-c2ccc(Cl)cc2)cc1 | 4 | -2 | -23 | 6 | 6 | -3 | 0 | 5 | 0.3
OC(CN1CCCCC1)CN(c1ccccc1)c1ccccc1 (stereo not given) | 0 | -5 | 0 | -1 | 3 | -3 | 1 | 9 | 0.9
CN(C)S(=O)(=O)c1ccc(NS(=O)(=O)/C=C/c2ccccc2)cc1 | -9 | 1 | 1 | -7 | 1 | 0 | -11 | 7 | 0.8
CC(=O)c1sc(NC(=O)COc2ccc(Cl)cc2Cl)nc1C | -36 | -5 | 0 | -31 | -12 | 1 | -16 | -6 | 0.9
Cc1nn(-c2ccccc2)c(N)c1N=Nc1ccccc1 | -12 | -3 | -3 | 0 | -12 | -3 | -15 | -5 | 0.5
O=C(CN1C(=O)CSC1=O)c1ccccc1 | 0 | -2 | 1 | -13 | -8 | 0 | -13 | -5 | -0.3
CCC(C)NC(=S)N1CCN(C)CC1 (stereo not given) | -2 | -24 | 9 | 3 | 11 | -1 | -1 | 7 | 0.0
COC(=O)c1cn(NC(=O)c2cccc(F)c2)c(=O)c2ccccc12 | -9 | 3 | 1 | -10 | -10 | 0 | -13 | -1 | -0.3
CC(C)[C@H](NC(=O)c1ccccc1)C(=O)OCC(=O)N1CCCCCC1 | 1 | -2 | 0 | -5 | -1 | -1 | -10 | 0 | 0.6
Cc1cccc(N(CC(=O)N2CCN(C)CC2)S(=O)(=O)c2ccccc2)c1 | 8 | -2 | 28 | -5 | 6 | -1 | -11 | -6 | -0.6
Cc1ccccc1NC1=C(Cl)C(=O)OC1NC(=O)c1ccccc1 (stereo not given) | -15 | -6 | -1 | -26 | -6 | 1 | . | 7 | -0.3
CCOc1ccc(CNC23CN4CN(CN(C4)C2)C3)cc1 | -2 | -3 | -1 | -5 | 11 | -2 | -17 | -5[fluorescence artefact?] | 0.1
Cc1c(Br)cc(C(=O)NCCCN2CCOCC2)c(C)c1C | -2 | -2 | -2 | -7 | -7 | 1 | -9 | 12 | 1.8
O=C(O)/C=C/C(=O)NC1CCS(=O)(=O)C1 (stereo not given) | -11 | -1 | 3 | -17 | 32 | -1 | 0 | -15[fluorescence artefact?] | 0.9
CCOC(=O)NN1C(=O)c2ccccc2NC1c1cccnc1 (stereo not given) | 0 | 0 | 9 | 8 | -2 | . | -1 | -21 | 0.1
COc1ccc(/C=C/C(=O)O)cc1S(=O)(=O)N1CCc2ccccc2C1 | -7 | -9 | -12 | -2 | -4 | 4 | -3 | -8 | 3.5
CSc1cccc(NC(=S)Nc2cc(C)ccc2C)c1 | -19 | 2 | 7 | -10 | -10 | 5 | 10 | -3 | -0.2
